AmpC inh detg = blocks E. coli AmpC beta-lactamase in detergent assay; P00811; AmpC hydrolysis of nitrocefin, absorbance 480 nm, 0.01% Triton; Potency, µM (top dose mostly 114 µM), for the others: top-dose activity change, negative = inhibition, usual class: inhibitors; 370,000 tested, 0.041% active; AID 485294;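 also: potency is read from the fitted curve at half-maximal effect; 0% = no-compound wells and -100% = no-enzyme wells; nearly all actives have a fitted effect of over 25% in size; some results filed as inactive show a strong effect at the top dose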
Target sequence (P00811 whole entry, looked up): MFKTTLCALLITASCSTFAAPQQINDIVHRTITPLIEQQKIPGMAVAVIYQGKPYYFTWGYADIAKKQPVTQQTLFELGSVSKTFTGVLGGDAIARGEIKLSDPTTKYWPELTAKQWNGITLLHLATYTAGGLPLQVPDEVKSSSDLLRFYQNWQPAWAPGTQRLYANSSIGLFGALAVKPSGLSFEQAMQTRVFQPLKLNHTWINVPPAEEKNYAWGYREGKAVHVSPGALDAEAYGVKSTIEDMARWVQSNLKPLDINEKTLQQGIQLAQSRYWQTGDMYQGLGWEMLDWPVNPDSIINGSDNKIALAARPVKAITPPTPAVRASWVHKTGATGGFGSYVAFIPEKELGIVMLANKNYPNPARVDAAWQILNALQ
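AmpC (5.3 nM in the dispensed reagent) in 20 mM phosphate pH 7.0 with 0.01% (detergent screen) or 0.0001% Triton X-100 was preincubated with compounds for 15 min at room temperature. Nitrocefin was then added from an 800 uM solution, and hydrolysis was followed at 480 nm.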
HCMV inh = blocks human cytomegalovirus replication; HFF cells, HCMV-luciferase reporter, 72 h; hits give low values; activity change, negative = inhibition, % at 57.5 µM; 410,000 tested, 4.5% active; AID 1259415; in the data active = activity change below about -60%; inconclusive = no clear call, values can overlap the other calls; inactive = above about -39%; also: % is scaled to controls: 0 for no effect and ±100 for the full control effect
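Luciferase read-out from HCMV-luciferase-infected HFFs (MOI 1 PFU/cell) 72 h post infection at 37C; compounds added after 16 h cell attachment; activity normalized between buffer-only basal and Salinomycin (10uM) inhibitor controls.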
Shiga inhibitor = inhibitors of Shiga toxin in Vero cells; Vero cells, Shiga toxin protein synthesis inhibition reporter; inhibition, % at 38.7 µM; 290,000 tested, 9.2% active; in the data active = inhibition mostly above about 28%, no sharp cut-off; inactive = mostly below about 43%; also: 0% is about no effect
Giardia FBPA inh = Giardia lamblia aldolase inhibition | 290,000 tested, 0.71% active | purified Giardia FBPA | Potency, µM (series often up to 59.6 µM), for inactives: at the highest dose activity, negative = inhibition, most hits filed as inhibitors | A8B2U2 | AID 2451; also: potency is read from the fitted curve at half-maximal effect; % is scaled to controls: 0 for no effect and ±100 for the full control effect; nearly all actives have a fitted effect of over 55% in size
Target sequence (A8B2U2 whole entry, looked up): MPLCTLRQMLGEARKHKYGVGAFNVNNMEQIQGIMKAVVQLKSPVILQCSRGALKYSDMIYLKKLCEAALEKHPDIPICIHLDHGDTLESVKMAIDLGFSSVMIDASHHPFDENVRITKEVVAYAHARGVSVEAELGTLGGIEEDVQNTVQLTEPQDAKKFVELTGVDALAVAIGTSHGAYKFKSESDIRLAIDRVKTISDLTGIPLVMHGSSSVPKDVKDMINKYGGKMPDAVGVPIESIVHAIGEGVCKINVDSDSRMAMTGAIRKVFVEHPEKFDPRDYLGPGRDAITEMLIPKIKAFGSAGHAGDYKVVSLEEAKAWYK
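Giardia FBPA (40 nM reagent) was preincubated 10 min at RT with compound (up to 57.5 uM final), then substrate plus GAPDH/TPI/NAD/arsenate coupling system with diaphorase/resazurin was added; resorufin fluorescence (525/598 nm) was read after 20 min.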
AmpC inh no detg = inhibitors of E. coli AmpC beta-lactamase without detergent; AmpC nitrocefin hydrolysis, absorbance 480 nm, 0.0001% Triton; Potency, µM (titrated, usually from 57.1 µM), for the others: at the top dose activity change, negative = inhibition, actives largely listed as inhibitors; 330,000 tested, 0.52% active;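 also: potency is read from the fitted curve at half-maximal effect; plate controls were no compound for no effect and no enzyme for full effect; nearly all actives have a fitted effect of over 20% in size; some results filed as inactive show a strong effect at the top dose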
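20 mM phosphate pH 7.0 + 0.01% (detergent screen) or 0.0001% Triton X-100; 5.3 nM AmpC reagent; cpd preinc 15 min RT; nitrocefin (800 uM stock) to start; A480 q20 s × 4 min; Activity was normalised to no-enzyme and no-compound control wells.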
AMA1-RON2 inh = inhibitors of Plasmodium falciparum AMA1-RON2 interaction | 360,000 tested, 0.2% active | AID 720542 | AlphaScreen AMA1-biotinylated RON2 peptide binding | Potency, µM (titrated, usually from 58.2 µM), for the others: at the highest dose activity change, negative = inhibition, hits mostly inhibitors;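 also: potency is read from the fitted curve at half-maximal effect; 0% = vehicle wells and -100% = peptide control; nearly all actives have a fitted effect of over 45% in size; some results filed as inactive show a strong effect at the top dose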
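AMA1 (3D7) with his tag at 25 nM final met compounds first, then biotinylated RON2 peptide at 25 nM; detection used donor plus acceptor beads, 10 µg/mL apiece, read by AlphaScreen after 30 min at room temperature.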
CHX counter = counter-screen for Shiga toxin inhibitors: cycloheximide protein synthesis inhibition; AID 2314; max response, %; 300,000 tested, 12% active; cell reporter, cycloheximide protein synthesis inhibition counterscreen; in the data active = max response mostly above about 13%, no sharp cut-off; inactive = mostly below about 14%; also: read at 38.3 µM for the half of the compounds with a filed dose; 0% is about no effect
An asterisk follows results filed as active; ? = inconclusive; . = no result given; [ ] = remark or other dose. Unless noted, calls follow the shape of the dose curve; as a rule, active = well fitted curve in the direction sought with a large enough effect; inconclusive = small, poorly fitted or top-dose-only effect, or another doubt; inactive = no such curve, though single readings can be large; an effect the other way counts as inactive or inconclusive.

Screens in order: AmpC inh detg	HCMV inh	Shiga inhibitor	Giardia FBPA inh	AmpC inh no detg	AMA1-RON2 inh	CHX counter
> COc1ccc(-c2c(-c3cc(OC)cc(OC)c3)n(C)c3ccc(Br)cc23)cc1
    3.0%	-22.8	.	.	-29.8%	-7.9%	.
> O=C(NNC(=O)c1ccccc1-c1ccccc1C(=O)O)c1ccccc1
    0.6%	-24.7	-3.2	-0.7%	-1.7%	12.6%	-2.9
> Cc1cccc(NC(=O)CSCC(=O)Nc2cc(S(=O)(=O)N3CCOCC3)ccc2N2CCCC2)c1
    7.8%	0.7	-7.2	10.2%	55.3%	4.7%	-1.8
> CN(C(=O)COc1ccccc1)C1CCS(=O)(=O)C1 (stereo unspecified)
    5.4%	-11.8	0.8	3.5%	-36.2%	6.3%	5.3
> CC1(C)Oc2ccc(C(=O)NC3CCCCC3)cc2N(CC#N)C1=O
    2.3%	-28.2	7.6	-2.8%	-18.0%	-9.0%	11.6
> Cc1ccc(C(=O)N/N=C\C=C\c2ccc(Br)cc2)cn1
    -11.2%	-13.5	-5.6	-13.0%	-24.7%	106.9%[activator]	-7.0
> N#Cc1c(N)sc2c1CCN(C(=O)OCc1ccccc1)C2
    -2.2%	30.4	6.1	?	-32.0%	-7.5%	4.3
> CN(C)c1cccc(C(=O)OCC(=O)NC(=O)NCc2ccccc2)c1
    .	19.0	.	.	-37.5%	5.6%	.
> CCOC(=O)c1c(C)[nH]c(C)c1C(=O)COC(=O)CNC(=O)c1ccc(OCC)cc1
    ?	64.7	-6.1	0.5%	-21.8%	-19.2%	0.9
> NS(=O)(=O)c1ccc(CNC(=O)Cc2c(F)cccc2Cl)cc1
    2.0%	-16.7	-5.1	1.4%	-13.1%	-5.7%	-3.0
> COc1ccccc1OCC(=O)N(Cc1nnc(-c2ccccc2Cl)o1)C1CC1
    ?	23.6	.	.	10.1%	-2.3%	.
> Cc1ccc(S(=O)(=O)N2CCN(C(=O)COC(=O)COc3cccc(C(F)(F)F)c3)CC2)c(C)c1
    .	-20.7	.	.	65.0%[activator]	1.3%	.
> COC(=O)[C@@]1(Cc2ccc(F)cc2)[C@H]2c3cc(C(=O)N4CCCC4)n(CCc4c[nH]c5ccccc45)c3C[C@H]2CN1C(=O)c1ccccc1
    .	-31.6	.	-7.6%	.	-23.4%	.
> CN1CCc2ccc(NC(=O)c3ccc(C(F)(F)F)cc3)cc2C1
    ?	?	25.1*	-13.3%	0.0%	-6.7%	13.7*
> CC(=O)Nc1ccc2nc(SCC(=O)N3CCOCC3)sc2c1
    1.2%	-1.7	2.7	-0.5%	-16.4%	12.0%	14.9
> CCCSc1nnc(-c2c[nH]c3ccccc23)n1C
    ?	21.8	39.5	-0.4%	-12.7%	6.8%	15.1
> CCN(CC)Cc1c(C(=O)OC(C)C)nnn1-c1nonc1N
    ?	-22.0	-9.4	-0.7%	-9.8%	-4.1%	-2.8
> O=C(N/N=C/c1cccnc1)c1cccs1
    -5.5%	19.9	74.9*	-4.2%	-7.5%	20.5%	38.3*
> Cc1ccc(C(=O)CSc2nnc(CNc3ccc(C)cc3C)o2)cc1
    ?	16.7	16.4	0.2%	-27.9%	59.3%[activator]	-1.8
> O=C(NCC(c1ccco1)N1CCCC1)c1cccc(S(=O)(=O)Nc2ccc(F)cc2)c1 (stereo unspecified)
    0.0%	-25.3	.	.	9.8%	2.4%	.
> Cc1cc(C(=O)CSc2nnnn2C)c(C)n1Cc1ccco1
    -2.4%	0.0	87.2*	-6.3%	-9.0%	-7.9%	70.6*
> CC(C)NC(=O)c1cc2c(=O)n3ccccc3nc2s1
    0.1%	45.8	-2.3	14.6%	-9.1%	-2.6%	2.1
> Cc1ccc(S(=O)(=O)NC(=O)COc2ccc([N+](=O)[O-])cc2)cc1
    1.4%	-13.0	-8.1	-2.6%	-11.2%	10.5%	-1.4
> CCOC(=O)c1ccc(NC(=O)C2CC(=O)Nc3nc4ccccc4n32)cc1 (stereo unspecified)
    1.5%	4.3	-4.3	7.9%	-31.9%	-3.0%	-2.8
> CCC(C)/C(C)=N/NC(=O)c1ccccc1OCCOc1ccccc1 (stereo unspecified)
    -1.7%	57.8	18.4	-12.2%	-8.1%	10.2%	-0.4
> COc1ccc(C(=O)N2CCC(n3c(C)nc4cc(F)ccc43)CC2)cc1
    5.9%	-36.8	-19.2	2.4%	43.4%	-10.4%	-8.8
> CCN(CC)S(=O)(=O)c1cccc(C(=O)OCC(=O)C23CC4CC(CC(C4)C2)C3)c1
    1.3%	-10.9	-18.8	0.8%	-28.4%	19.4%	-2.1
> Cc1cc(C)cc(OCC(=O)Nc2cccc(-c3nnc(-c4ccco4)o3)c2)c1
    2.0%	61.9	8.1	6.5%	-23.3%	7.8%	6.7
> CCCC(c1nnnn1CC1CCCO1)N1CCN(c2cc(Cl)ccc2C)CC1 (stereo unspecified)
    -12.3%	-11.5	1.6	-2.3%	97.3%[activator]	-22.5%	-3.0
> COc1cc(C(=O)NNC(=O)c2ccccc2Br)ccc1OCC(=O)N1CCOCC1
    -7.7%	-5.8	.	.	-14.6%	0.6%	.
> COc1cc(NC(=O)C2CCCN(S(=O)(=O)c3ccc4c(c3)CCCN4C(C)=O)C2)cc(OC)c1 (stereo unspecified)
    -12.9%	0.0	-2.2	1.3%	107.3%[activator]	0.0%	-6.6
> COc1ccc(C(=O)NC2CC2)cc1OC1CCN(Cc2ccc(F)cc2)CC1
    -3.5%	28.9	-4.5	.	17.6%	1.2%	10.2
> COc1ccc(/C=c2\s/c(=C(/C#N)C(=O)NCc3ccco3)n(-c3ccccc3)c2=O)cc1
    ?	?	19.7	-1.4%	-12.9%	4.4%	3.3
> CC(=O)c1ccc(NC(=O)Cc2ccsc2)cc1
    -6.3%	58.7	69.0*	4.2%	-12.3%	2.3%	30.0*
> CC1=CCC2(CO)COC(c3ccccc3O)C1C2 (stereo unspecified)
    -13.5%	9.5	52.3	-1.3%	-15.5%	9.6%	-4.6
> COC(=O)c1ccc(COC(=O)C2CCN(S(=O)(=O)c3c(Cl)cccc3Cl)CC2)o1
    -10.5%	-20.3	.	.	-12.7%	1.0%	.
> CCOC(=O)C1=C(NC(=O)c2ccc(Br)o2)Nc2ccccc2N=C1
    2.1%	-28.4	-2.9	-5.0%	-43.3%	11.4%	-5.2
> COc1ccc(-c2cc(C(F)(F)F)n3nc(C)cc3n2)cc1
    -12.0%	-19.6	-7.4	2.7%	-7.3%	43.7%[activator]	-2.7
> CCOC(=O)C1=C(C)NC(=O)NC1c1c(C)nn(-c2ccccc2)c1Cl (stereo unspecified)
    -5.4%	-14.1	-3.9	?	-11.6%	-21.5%	-1.0
> CC(=O)Nc1ccc(OCC(=O)NC(C)c2ccc(F)cc2)cc1 (stereo unspecified)
    0.1%	-21.7	11.8	-0.5%	-10.7%	-2.1%	4.0

Compound profiles, as listed above. Screens in order: AmpC inh detg, HCMV inh, Shiga inhibitor, Giardia FBPA inh, AmpC inh no detg, AMA1-RON2 inh, CHX counter
Listed for CCOC(=O)c1ccc(NC(=O)C2CC(=O)Nc3nc4ccccc4n32)cc1 (stereo unspecified) → 1.5%, 4.3, -4.3, 7.9%, -31.9%, -3.0%, -2.8
Listed for CC(C)NC(=O)c1cc2c(=O)n3ccccc3nc2s1 → 0.1%, 45.8, -2.3, 14.6%, -9.1%, -2.6%, 2.1

Next records follow.
Screens in order: AmpC inh detg	HCMV inh	Shiga inhibitor	Giardia FBPA inh	AmpC inh no detg	AMA1-RON2 inh	CHX counter
> O=C(CN(C(=O)CCC(=O)Nc1nccs1)c1ccc(F)cc1)NCc1ccco1
    -4.3%	30.1	-4.2	-2.2%	-12.0%	-3.8%	0.4
> COCCN(Cc1ccccc1)C(=O)c1cccc(S(=O)(=O)N(C)c2c(C)n(C)n(-c3ccccc3)c2=O)c1
    5.4%	-30.6	.	.	195.9%[activator]	23.7%	.
> Cc1ccnc(NC(=O)Cn2cc([N+](=O)[O-])cn2)c1
    8.8%	40.5	89.1*	0.1%	-22.0%	6.4%	43.5*
> COc1ccc(C2(C)CC(=O)NC2=O)cc1 (stereo unspecified)
    0.1%	6.8	15.7	1.0%	0.0%	-19.8%	0.3
> COc1ccccc1NS(=O)(=O)c1cccc(C(=O)NNC(=O)c2ccc(=O)[nH]c2)c1
    -0.5%	102.0	.	.	-22.8%	22.1%	.
> CC1CN=C(N(Cc2ccccc2)C(=O)Nc2ccccc2)S1 (stereo unspecified)
    -12.5%	29.1	25.3	3.7%	-12.6%	0.0%	13.5
> COc1ccc2c(=O)c(-c3ccc(C)cc3)c(-c3ccccc3)oc2c1
    .	-10.2	.	.	-27.2%	1.9%	.
> CC1(C)CC1C(=O)Nc1ccc([N+](=O)[O-])cc1Br (stereo unspecified)
    -11.4%	-31.7	-8.1	4.6%	-25.3%	7.0%	7.7
> O=C(Nc1ccccc1N1CCOCC1)c1cnccn1
    3.0%	-20.7	-17.0	-4.1%	-5.5%	1.7%	-3.8
> O=C(O)c1ccc(S(=O)(=O)c2ccc3c(c2)C(=O)N(NC(=O)c2cccnc2)C3=O)cc1
    3.1%	0.0	17.2	?	-18.8%	-0.1%	23.6*
> CCOC(=O)[C@@H]1[C@H]2COc3ccccc3[C@H]2N2C(=O)N(c3ccccc3)C(=O)[C@]12C
    -2.8%	.	7.3	-9.4%	67.9%[activator]	-4.3%	-3.6
> O=C(C1CC1)N1CCN(S(=O)(=O)c2ccc3c(c2)OCCO3)CC1
    2.0%	-14.4	13.6	9.4%	-17.4%	-4.4%	-2.8
> O=C(Nc1ccc(-c2csnn2)cc1)C1CC1
    ?	14.4	56.8	?	-13.9%	6.8%	12.8
> O=C(Nc1ccc(F)cc1F)c1ccc(-n2cccn2)nc1
    -0.3%	-21.7	17.6	-0.2%	-18.7%	17.5%	15.7*
> COc1ccc(NC(=O)C2CCN(C(=O)Nc3ccc(C)cc3)CC2)cc1OC
    0.2%	-16.6	1.3	10.4%	6.0%	-3.4%	-12.5
> O=C(CCl)NC(Cc1ccccc1)c1ccccc1 (stereo unspecified)
    -3.6%	-21.8	13.4	-0.8%	-18.6%	7.6%	26.6
> Cc1ccc(SCc2cc(-c3ccc(Cl)cc3)no2)cc1
    -4.0%	-31.3	-6.9	0.3%	10.2%	53.3%[activator]	1.9
> CCOC(=O)c1c(C)nc2cc(C)cc(C)n12
    -8.7%	-27.9	21.8	-1.5%	-3.6%[2.29 µM]	-1.5%	7.8
> COc1ccc(-c2cc3cc4c(cc3cn2)OCO4)cc1
    .	-6.4	.	.	-8.6%	0.1%	.
> CC(=O)NC(=S)Nc1ccc(S(=O)(=O)N2CCOCC2)cc1
    -2.0%	-16.0	2.6	2.2%	-9.1%	11.1%	-1.7
> COc1ccc2c(c1OC)C(=O)N(c1cccc(C(F)(F)F)c1)C2
    -0.6%	107.1	103.3*	-0.2%	27.1%	1.3%	19.9*

Screening results (PubChem)
